TTR transcr act: TTR transcription activators in neuroblastoma reporter cells, primary screen, cell-based, luminescence, SH-SY5Y, TTR promoter Gaussia luciferase; 100% = recombinant luciferase protein wells; 92,000 tested, 1.3% active; activation, % at 16.7 µM;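 active means activation above the mean of all tested compounds plus 3 SD, cut at about 9.5% in these data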;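 further: cells exposed to compounds for one day before reading; 0% = median of all test compound wells on the plate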
An asterisk follows results filed as active. This is a subset, so the mix of outcomes need not match the whole.

SMILES | TTR transcr act
CCOc1ccc(CCN2C(=O)C(=O)N([C@@H](CC(C)C)CN3CCC[C@@H]3CN3C(=O)C(=O)NC[C@@H]3Cc3ccccc3)C[C@@H]2Cc2ccc(O)cc2)cc1 | -1.4
CCS(=O)(=O)c1ccc(S(=O)(=O)CC)s1 | 8.0
COc1ccc(N2C(=O)CC(NCc3ccncc3)C2=O)cc1 (configuration not stated) | 1.9
COC(=O)CN(c1ccc2c(c1)OCO2)S(=O)(=O)c1c(C)[nH]c(=O)[nH]c1=O | 1.2
COc1cccc(-c2nn3c(-c4ccco4)nnc3s2)c1 | 2.4
CCOC(=O)c1c(NC(=O)C(C)Sc2cccc[n+]2[O-])sc2c1CCN(Cc1ccccc1)C2 (configuration not stated) | 0.3
CC(=O)N1CCCc2cc(S(=O)(=O)N3CCCC(C(=O)Nc4ccccc4C)C3)ccc21 (configuration not stated) | 0.1
COc1ccccc1C(=O)NCCCNC(=O)c1cnccn1 | -0.7
CCCc1cc(Nc2c(C)n(C)n(-c3ccccc3)c2=O)n2c(nc3ccccc32)c1C#N | -1.0
COc1ccc(NC(=O)N(Cc2ccc(C)cc2)Cc2cccnc2)c(OC)c1 | -1.8
c1ccc([C@H]2CN3C(=N2)Sc2ccccc23)cc1 | 0.6
Nc1nc(OCC(F)(F)F)cc(Oc2ccccc2F)n1 | 1.2
CCOC(=O)CNc1nc(Oc2ccc(=O)n(C)n2)nc(N(CC)CC)n1 | 0.9
CCn1ccc(C(=O)NC2=C(C#N)CCC2)n1 | -2.1
CCCSc1cc(N)cc([N+](=O)[O-])c1 | -1.3
O=C(O)c1cc([N+](=O)[O-])ccc1-c1ccc([N+](=O)[O-])cc1C(=O)O | -0.3
CC(C)CCc1c(O)nc(SCC(=O)N2CCCCCC2)[nH]c1=O | -0.2
CC1=CC(C)(C)N2C(=O)C3(NCCc4c3[nH]c3ccccc43)c3cccc1c32 (configuration not stated) | -0.1
O=C(O)c1cccc(S(=O)(=O)N2CCc3ccccc3C2)c1 | -2.1
COc1ccc2c(CCNC(=O)CN3C(=O)c4ccccc4C3=O)c[nH]c2c1 | 0.8
CC(=O)c1cccc(NC(=O)N2C3CCC2CC(O)(c2cccnc2)C3)c1 (configuration not stated) | 6.1
O=C(Nc1ccc([N+](=O)[O-])cc1Br)c1cc2ccccc2nc1Cl | 7.1
O=C(CCc1ccccc1)Nc1cccnc1Cl | 3.2
CCS(=O)c1ccccc1C(=O)OCC(=O)Nc1cccc(S(=O)(=O)N2CCCCC2)c1 (configuration not stated) | -3.0
O=C(CNC(=S)N(Cc1ccccc1)Cc1ccccc1F)NCCc1ccccc1 | 2.5
CCc1ccc2c(c1)C(c1ccc(N3CCOCC3)cc1)=NNC(c1ccncc1)=N2 | -0.5
COc1ccc(NC(=S)NCC2CCN(c3ccc(OC)cc3)C2)cc1 (configuration not stated) | 0.8
COc1cccc(C(=O)Nc2cc(=O)n(C)c(=O)n2C)c1 | 1.1
COc1ccc(N2CCN(C(=O)CNS(=O)(=O)c3ccc(Br)s3)CC2)cc1 | -1.3
Cc1noc(C)c1C(=O)OCC(=O)Nc1cccc(S(=O)(=O)N(C)C)c1 | -0.9
Cc1c(OC(C)C(=O)NCCCn2ccnc2)ccc2c3c(c(=O)oc12)CCC3 (configuration not stated) | -0.9
COc1ccc(NC(=O)c2cc(S(=O)(=O)N3CCCCC3)c[nH]2)cc1Cl | -2.8
Fc1ccccc1COc1ccc(Br)cc1CNCC1CCCO1 (configuration not stated) | -2.4
O=[N+]([O-])c1cc(S(=O)(=O)Nc2ccccc2)ccc1-n1nnc2ccccc21 | 2.8
COc1ccc(/C=N/NC(=O)CCn2nc(C)cc2C)cc1 | 0.9
COc1ccc(-c2nc3c(C)cc(Br)cn3c2Cc2cccc(Cl)c2)cc1OC | -1.4
COC(=O)CN1C(=O)[C@@H]2[C@H](C1=O)[C@@H]1CC(C(=O)OC)=C[C@@H](C(=O)OC)[C@@H]3C1=C(C(=O)[C@@]3(C)NC(=O)c1ccccc1)[C@@H]2C | 0.4
CC(C)(C)NC(=O)C1Cc2ccccc2CN1 (configuration not stated) | 1.6
CCOCCCNC(=S)N(CCCN(C)C)Cc1cc2cc3c(cc2[nH]c1=O)OCCO3 | 7.7
C=CCN1C(=O)c2ccc(C(=O)N3CCN(S(=O)(=O)c4ccccc4Br)CC3)cc2C1=O | -1.0
COc1ccc(NC2CC(=O)N(C)C2=O)cc1 (configuration not stated) | -0.1
Nc1cc(N)nc(SCC(=O)NCc2ccco2)n1 | 1.6
CCN(CC(=O)NCc1cccs1)C(=O)c1cccc(Cl)c1 | -0.2
CC(C)(C)c1ccc(C(CC(=O)O)NC(=O)Cc2ccc(Cl)cc2)cc1 (configuration not stated) | -2.0
Cn1c(-c2cccc([N+](=O)[O-])c2)cnc1NCc1cccc(F)c1 | -0.3

3 entries out of the list above, ordered by the number in TTR transcr act, low to high.
SMILES | TTR transcr act
Cn1c(-c2cccc([N+](=O)[O-])c2)cnc1NCc1cccc(F)c1 | -0.3
COc1ccc(NC2CC(=O)N(C)C2=O)cc1 (configuration not stated) | -0.1
CC(C)(C)NC(=O)C1Cc2ccccc2CN1 (configuration not stated) | 1.6

Further records.
SMILES | TTR transcr act
CS(=O)(=O)Nc1ccc(C(=O)NC2CC3CCC2C3)cc1 (configuration not stated) | 4.5
Cc1cccc(-n2ncc(C#N)c2N)c1 | -3.4
COc1cccc(NC(=O)c2ccc(S(=O)(=O)N3CCCCC3)cc2)c1 | -0.3
Cc1cccc(Nc2nnc(SCC(=O)NC3CCCc4ccccc43)s2)c1C (configuration not stated) | 7.3
COCCN1CCC(CNCc2cn(-c3cc(C)ccc3C)nc2-c2ccccc2)C1 (configuration not stated) | 1.6
O=c1[nH]c2ccc(NCc3ccc(F)cc3)cc2[nH]1 | 2.9
COc1ccc(N(CC(=O)NCc2ccccc2)S(=O)(=O)c2c(C)noc2C)cc1 | -0.3
Nc1nc(NCc2ccco2)nc(N2CCCCC2)c1[N+](=O)[O-] | 2.0
CCOC(=O)c1c(C)nc(-c2ccccc2)nc1NC(=O)CC | -3.3
CCCCN1CC(=O)N2[C@H]3c4ccc(OC)cc4OC[C@@H]3[C@H](c3ccccc3)[C@]2(C)C1=O | 2.5
CC(=O)OCC[n+]1c(C)n(-c2ccccc2)c2ccc(Cl)cc21 | -1.2
Cc1ccc(C2=NN(C3=NN=C(N)Cc4ncnn43)C(O)(C(F)(F)F)C2)cc1 (configuration not stated) | 2.0
CCOc1cc(/C=N/O)ccc1OCc1ccc(F)cc1 | 0.3
O=C(Nc1ccc2oc(-c3ccccc3F)nc2c1)c1ccco1 | -1.8
O=C(Nc1ccccc1)[C@@H]1CCCN1S(=O)(=O)c1ccc(Cl)cc1 | -0.8
CCn1c(N2CCN(S(=O)(=O)c3ccc(Cl)cc3)CC2)nc2ccccc21 | -3.1
COC(=O)c1ccc(CSc2nnc(CNC(=O)c3ccc(OC)cc3)o2)o1 | 2.1
COC(=O)[C@H](CC(C)C)N(Cc1ccccc1)S(=O)(=O)N(Cc1ccccc1)[C@@H](CC(C)C)C(=O)OC | 0.8
O=C(NNC(=O)c1ccc(Cl)cc1Cl)c1csc(-c2cccnc2)n1 | -2.8
c1ccc(C[C@H]2CN=C(Nc3ccccc3)N2CC2CCCCCC2)cc1 | 4.5
COC(=O)[C@@]12C[C@@H](CC(=O)NCCC(C)C)C(=O)N(Cc3ccc4c(c3)OCO4)C1=CCC(C)(C)C2 | 7.4
COc1cc(-c2nc3cccc(C)n3c2NCC2CCCO2)ccc1O (configuration not stated) | -0.4
CO/N=C1\CCCc2c(C(=O)NN)sc(SC)c21 | -0.8
CC(=O)Nc1cccc(OCc2ccc(S(=O)(=O)Cc3ccccc3)cc2)c1 | 1.2
C=CCn1cnnc1SCC(=O)N(C)CC1COc2ccccc2O1 (configuration not stated) | -1.1
O=C(NCc1ccco1)c1cc2n(n1)C(C(F)(F)F)CC(c1ccc(Cl)c(Cl)c1)N2 (configuration not stated) | -1.0
CCOC(=O)Cc1nnc(Nc2ccc(C(=O)NC)cc2)c2ccccc12 | 0.3
O=C(COC(=O)c1ccc(Cl)cc1[N+](=O)[O-])NCc1ccco1 | 0.6
COc1ccc(CC(=O)OCC(=O)Nc2ccc3c(c2)OCCO3)cc1OC | 0.1
Cc1ccc(/C=N/N2CCN(C3c4ccccc4-c4ccccc43)CC2)o1 | -0.3
C=CCN(CC=C)CCOc1ccc2ccccc2c1 | 1.1
O=[N+]([O-])/C(C(Cl)=C(Cl)Cl)=C(/Sc1ccccc1)N1CCCCC1 | -1.4
Cc1nccn1CCC(=O)O | -0.2
O=[N+]([O-])c1ccc(C=NN2CCNC2=S)o1 | 10.0*
Cc1cc(C)nc(N2CCCC(C(=O)Nc3ccc4c(c3)OCO4)C2)n1 (configuration not stated) | 1.0
COc1ccc(CN(C)C(=O)Cn2cnc3c(SC)nc(N)nc32)cc1OC | -0.5
CC1(C)CC(=O)C=C(NCc2cccs2)C1 | 0.7
CC1=C(C(=O)OC2CCCC2)C(c2coc3ccc(C)cc3c2=O)C2=C(CCCC2=O)N1 (configuration not stated) | -0.1
COc1ccc(NC(=O)c2ccc(CN3CCc4ccccc4C3)cc2)c(OC)c1 | 6.6
COC(=O)C1=C(O)/C(=C\c2ccc(OCC(=O)Nc3ccccc3OC)cc2)N=C1C | 0.8
COc1cccc(NC(=O)CSc2nnnn2C2CCCCC2)c1 | -1.5
CN(CC(=O)Nc1ccc(Cl)c(Cl)c1)C1CCCCC1 | 0.8
COc1ccc(-n2ncc3c2CC(C)(C)CC3NC(=O)C2=CC(=O)CC(C)(C)O2)cc1 (configuration not stated) | 0.4
COc1cccc(C(=O)Nc2ccc(S(=O)(=O)N3CCCCC3)cc2)c1OC | 1.4
CC(C)c1ccc(/C=C/C(=O)NC(=S)NN2CCOCC2)cc1 | -0.2
O=c1[nH]c(-c2ccc(O)cc2)nc2scc(-c3cccs3)c12 | 0.1
Oc1[nH]c2ccccc2c1N=Nc1ccc(F)cc1 | 1.2
COC(=O)c1ccc2nc(-c3ccc(OC)c(OC)c3)c(Cc3ccccc3OC)n2c1 | 0.1
NC(=O)CC(c1ccccc1)c1ccc2c(c1)OCO2 (configuration not stated) | 0.7
Cc1ccccc1S(=O)(=O)N1[C@@H](c2ccccc2)C(C(=O)O)=CC[C@H]1c1ccc(Cl)cc1 | -2.1
COc1ccccc1C(=O)Nc1nc(-c2ccc3c(c2)OCCO3)cs1 | -2.0
CCCN(CC(=O)Nc1ccccc1OC)C(=O)c1ccc(S(=O)(=O)Nc2ccccc2OC)cc1 | 0.5
Clc1ccc(C=NN2CCCCCC2)cc1 | -0.5
O=C(Cc1coc2cc3c(cc12)CCC3)NCC1(N2CCCCC2)CCCCC1 | 0.7
COc1ccc(C(=O)N[C@H](C(=O)NCC2CCCCC2)C(C)C)cc1 | -1.8
CC1(c2ccccc2)NC(=O)N(Cc2ccc([N+](=O)[O-])cc2)C1=O (configuration not stated) | 0.9
COc1cc2c(cc1OC)[C@H](C)N(C(=S)Nc1ccc(F)cc1)CC2 | 2.2
Cc1ccc(-c2cc(C(=O)Nc3cccnc3)c3ccccc3n2)s1 | 0.5
COc1ccc(C)cc1S(=O)(=O)Nc1ccc2c(c1)N(C(C)=O)CCC2 | 2.5
CCOC(=O)Cc1csc(NC(=O)c2c(O)c3ccccc3n(CC(C)C)c2=O)n1 | -1.0

(list continues)
SMILES | TTR transcr act
O=C1ON(Cc2ccccc2)C(c2ccccc2)N1c1ccccc1 (configuration not stated) | 2.3
N#Cc1ccc(CSc2nnc(-c3ccccc3)n2Cc2ccco2)cc1 | -0.3
Cc1cc(-c2nnn(CCCOC(C)(C)C)c2C)ccc1-c1cn(CCCOC(C)(C)C)nn1 | -0.9
CCOc1cc(CN2CCCCC2)ccc1OC | 1.9
C[C@H]1CNC(=O)c2c(C(=O)N[C@@H](Cc3c[nH]c4ccccc34)C(=O)OC(C)(C)C)ncn21 | 3.8
O=C(CSC(=O)c1ccccc1)Nc1ccccc1F | -0.1
CC(=O)c1sc(NC(=O)COc2ccc(C(C)C)c(C)c2)nc1C | 2.0
CN(C)c1ccc(C(CNC(=O)c2ccco2)N2CCCC2)cc1 (configuration not stated) | -0.4
COc1ccc(N2CCN(C(=O)c3ccc(CS(=O)Cc4ccc(Cl)cc4)o3)CC2)cc1 (configuration not stated) | 0.5
COc1ccc(CNC(=O)c2cccc3c2C(=O)N(Cc2cccnc2)C3)cc1 | 1.4
O=C(COC(=O)c1ccc([N+](=O)[O-])s1)NCc1ccc(F)cc1 | 3.9
O=C(NNC(=S)NCc1ccccc1)c1cccc([N+](=O)[O-])c1 | 2.6
Nc1nc(-c2ccccc2)ns1 | -1.8
CC(=O)C(Sc1ccc2nnc(-c3ccc(F)cc3)n2n1)C(C)=O | -0.9
O=C(CN1CCN(C(=O)C2CCCO2)CC1)Nc1c(Cl)cccc1Cl (configuration not stated) | 1.0

Of the compounds above, these contain a furan ring, fused or not.
SMILES | TTR transcr act
COc1cccc(-c2nn3c(-c4ccco4)nnc3s2)c1 | 2.4
Nc1cc(N)nc(SCC(=O)NCc2ccco2)n1 | 1.6
Nc1nc(NCc2ccco2)nc(N2CCCCC2)c1[N+](=O)[O-] | 2.0
O=C(Nc1ccc2oc(-c3ccccc3F)nc2c1)c1ccco1 | -1.8
COC(=O)c1ccc(CSc2nnc(CNC(=O)c3ccc(OC)cc3)o2)o1 | 2.1
O=C(NCc1ccco1)c1cc2n(n1)C(C(F)(F)F)CC(c1ccc(Cl)c(Cl)c1)N2 (configuration not stated) | -1.0
O=C(COC(=O)c1ccc(Cl)cc1[N+](=O)[O-])NCc1ccco1 | 0.6
Cc1ccc(/C=N/N2CCN(C3c4ccccc4-c4ccccc43)CC2)o1 | -0.3
O=[N+]([O-])c1ccc(C=NN2CCNC2=S)o1 | 10.0*
O=C(Cc1coc2cc3c(cc12)CCC3)NCC1(N2CCCCC2)CCCCC1 | 0.7
N#Cc1ccc(CSc2nnc(-c3ccccc3)n2Cc2ccco2)cc1 | -0.3
CN(C)c1ccc(C(CNC(=O)c2ccco2)N2CCCC2)cc1 (configuration not stated) | -0.4
COc1ccc(N2CCN(C(=O)c3ccc(CS(=O)Cc4ccc(Cl)cc4)o3)CC2)cc1 (configuration not stated) | 0.5

Screening data deposited in PubChem by The Scripps Research Institute Molecular Screening Center.
